FLuc modulator = counter-screen for miR-21 project: firefly luciferase inhibitors or activators; AID 588342; actives 6.9% (n = 360,000); purified FLuc, Km substrates, luminescence inhibition; P08659; Potency, µM (top dose mostly 57.5 µM), for the others: at the highest dose activity change, negative = inhibition, most hits filed as inhibitors;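 further: potency means the concentration at half of the fitted maximal effect; plate controls were vehicle for no effect and reference inhibitor for full effect; nearly all actives have a fitted effect of over 55% in size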
Target sequence (P08659 whole entry, looked up): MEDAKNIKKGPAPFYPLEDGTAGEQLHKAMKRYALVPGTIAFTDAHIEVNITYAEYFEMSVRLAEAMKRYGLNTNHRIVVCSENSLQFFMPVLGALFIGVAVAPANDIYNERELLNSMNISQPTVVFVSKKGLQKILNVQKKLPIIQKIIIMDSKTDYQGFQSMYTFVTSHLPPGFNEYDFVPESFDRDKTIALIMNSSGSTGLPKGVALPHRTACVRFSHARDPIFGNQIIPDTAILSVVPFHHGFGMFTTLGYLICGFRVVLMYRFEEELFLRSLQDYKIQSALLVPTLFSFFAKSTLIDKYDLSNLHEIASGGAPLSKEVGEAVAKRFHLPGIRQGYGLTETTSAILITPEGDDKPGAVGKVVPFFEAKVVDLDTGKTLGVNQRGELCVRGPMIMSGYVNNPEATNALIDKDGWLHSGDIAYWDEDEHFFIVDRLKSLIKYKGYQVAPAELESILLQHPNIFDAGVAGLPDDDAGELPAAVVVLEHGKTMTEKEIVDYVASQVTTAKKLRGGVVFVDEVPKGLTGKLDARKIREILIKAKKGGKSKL
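Purified P. pyralis luciferase, 10 nM final, with Km-level 10 uM D-luciferin and 10 uM ATP in 50 mM Tris acetate pH 7.5, 10 mM Mg acetate, 0.01% Tween-20, 0.05% BSA; 6-point qHTS titration about 60 µM downward; luminescence read.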
BRCA1 expr act = activators of BRCA1 expression. actives 1.1% (n = 380,000). Potency, µM (highest dose often 46.1 µM), for inactives: at the top dose activation, actives largely listed as activators. MCF7-BRCA1-FFLuc reporter, luminescence, 48 h; response scale: scaled: vehicle 0%, 10 µM genistein 100%; further: potency means the concentration at half of the fitted maximal effect; nearly all actives have a fitted effect of over 80% in size; some results filed as inactive show a strong effect at the top dose
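Reporter cells (MCF7, BRCA1 promoter-firefly luciferase) received library compounds across a concentration series for 48 h. End-point luminescence was measured and concentration-effect curves derived after normalization.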
p53 reactivator = mutant p53 re-activation in reporter cells; H1299 p53-A138V BP100-luciferase reporter, luminescence, 24 h; actives 0.063% (n = 320,000); Potency, µM (titrated, usually from 92.2 µM), inactives show at the top dose activity change, positive = activation, hits mostly activators; AID 504706; further: potency means the concentration at half of the fitted maximal effect; % of control where 0% means no effect; nearly all actives have a fitted effect of over 45% in size
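H1299 (p53-null), stable ts p53-A138V + BP100-Luc; 1000 cells/well, Opti-MEM/10% FBS; cpd 4 pt, 1:5; 24 h, 37 deg C, 5% CO2; detection reagent 10 min RT; luminescence.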
Menin MLL FP TR = displaces Texas Red mutant MLL peptide from human menin. O00255. Menin + Texas Red MLL mutant peptide, fluorescence polarization. Potency, µM (doses to about 61.6 µM), for the others: at the highest dose FP activity change, negative = inhibition, most hits filed as inhibitors. actives 0.23% (n = 270,000); active means well fitted inhibition curve with a large enough effect in the polarisation, with a control signal flat, not every such curve was filed as active; inconclusive means small, poorly fitted or top-dose-only effect, or effect the other way, or a change in a side signal; inactive means no such curve, though single readings can be large or run the other way; the % refers to the polarisation; further: potency means the concentration at half of the fitted maximal effect; % of control where 0% means no effect; many of its hits are not listed in these tables
VP16 counter = counter-screen for ROR gamma inhibitors: Gal4-VP16 reporter; Drosophila S2 Gal4-VP16 UAS-luciferase, luminescence, 20 h; Potency, µM (doses to about 53.6 µM), for the others: top-dose activity, negative = inhibition, actives largely listed as inhibitors; actives 3.5% (n = 310,000); AID 2546;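 further: Gal4-VP16 expression switched on by copper sulfate through the metallothionein promoter; potency means the concentration at half of the fitted maximal effect; on the % scale 0 is the no-effect control and ±100 the full control effect; nearly all actives have a fitted effect of over 50% in size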
ELG1 genotoxic = genotoxicity induction in ELG1-luciferase HEK293T cells | HEK293T ELG1-luciferase reporter, luminescence, 16 h | Potency, µM (series often up to 46 µM), for the others: at the top dose activity change, positive = activation, usual class: activators | actives 1.3% (n = 330,000) | AID 504466; further: potency means the concentration at half of the fitted maximal effect; % of control where 0% means no effect; nearly all actives have a fitted effect of over 60% in size
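Quantitative HTS format in 1536-well plates. HEK293T ELG1-luciferase reporter cells receive test compound and are incubated 16 hr at 37 °C, 5% CO2; ONE-Glo added, 30 min room temperature, then luminescence read.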
NPC1 prom act = activators of NPC1 promoter; actives 2.4% (n = 320,000); Huh7 NPC1 promoter luciferase reporter, 24 h; Potency, µM (highest dose often 9.22 µM), for the others: at the top dose activation, usual class: activators; AID 485313;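 further: potency means the concentration at half of the fitted maximal effect; % of control where 0% means no effect; nearly all actives have a fitted effect of over 60% in size; reporter is driven by a mutant NPC1 promoter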
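In 1536-well qHTS, Huh7 cells harboring an NPC1 promoter–luciferase construct received compound for 24 h; activation was quantified by luminescence following luciferase reagent addition.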
RORgamma inh = inhibitors of mouse ROR gamma transcriptional activity; AID 2551; Potency, µM (doses to about 53.6 µM), for inactives: at the top dose activity change, negative = inhibition, hits mostly inhibitors; actives 5.4% (n = 310,000); Drosophila S2 Gal4-RORgamma UAS-luciferase reporter, 20 h; further: potency means the concentration at half of the fitted maximal effect; on the % scale 0 is the no-effect control and ±100 the full control effect; nearly all actives have a fitted effect of over 60% in size
Target sequence (P51450 whole entry, looked up, the tested form may be a part): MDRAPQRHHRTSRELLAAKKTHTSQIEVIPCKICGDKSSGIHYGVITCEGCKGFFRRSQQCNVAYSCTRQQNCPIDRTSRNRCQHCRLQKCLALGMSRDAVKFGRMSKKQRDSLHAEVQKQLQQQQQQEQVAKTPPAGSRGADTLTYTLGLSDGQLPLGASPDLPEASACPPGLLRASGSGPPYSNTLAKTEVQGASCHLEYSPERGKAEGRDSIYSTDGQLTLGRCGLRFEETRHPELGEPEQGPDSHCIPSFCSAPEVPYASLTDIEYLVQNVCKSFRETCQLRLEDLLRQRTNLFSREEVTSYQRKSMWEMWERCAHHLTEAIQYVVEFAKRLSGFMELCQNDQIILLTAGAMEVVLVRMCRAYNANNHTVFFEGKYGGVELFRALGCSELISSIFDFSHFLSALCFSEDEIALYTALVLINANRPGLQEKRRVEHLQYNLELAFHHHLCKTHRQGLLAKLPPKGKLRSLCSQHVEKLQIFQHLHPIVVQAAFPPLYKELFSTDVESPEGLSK
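Luminescence from a UAS-regulated Photinus luciferase reporter in stably transfected Drosophila Schneider cells is measured; decreased signal marks ROR gamma inhibition. Fusion expression is induced by 700 uM copper sulfate for 20 hr.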
PKM2 activator = activators of human pyruvate kinase M2; Potency, µM (series often up to 57.5 µM), for inactives: at the top dose activation, most hits filed as activators; actives 0.34% (n = 260,000); purified PKM2, Kinase-Glo ATP luminescence, activation; response scale: 0% is enzyme alone, no compound; further: potency means the concentration at half of the fitted maximal effect; on the % scale 0 is the no-effect control and ±100 the full control effect; nearly all actives have a fitted effect of over 55% in size
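Purified hPK-M2 (>95%) run at intermediate activity with 0.1 mM ADP and 0.5 mM PEP in 50 mM imidazole pH 7.2, KCl, MgCl2; 1 h room temperature. ATP formed read by Kinase-Glo luminescence; normalized to uninhibited and no-enzyme controls.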
Giardia killer = kills Giardia lamblia | Giardia lamblia trophozoite viability | activity change, % at 7.66 µM, hits read low | actives 0.15% (n = 340,000); in the data active means activity change below about -80%; inconclusive means between about -30% and that limit;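 further: parasites exposed to compound for two days anaerobically before the ATP read; on the % scale 0 is the no-effect control and ±100 the full control effect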
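Luminescent ATP signal served as the viability read-out, measured 15-30 min after adding ATP detection reagent to trophozoites that had been incubated with compounds for 48 hrs at 37 deg C anaerobically at 100 cells/well.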
Rab9 prom act = activates the Rab9 promoter. Huh7 Rab9 promoter-luciferase reporter, luminescence, 24 h. Potency, µM (highest dose often 9.22 µM), for inactives: top-dose activation, negative = inhibition, hits mostly activators. AID 485297. actives 2.8% (n = 320,000); further: potency means the concentration at half of the fitted maximal effect; % of control where 0% means no effect; nearly all actives have a fitted effect of over 60% in size
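Huh7 reporter line, Rab9 promoter upstream of luciferase. Compound exposure 24 h at 37 °C in reduced-serum medium with 10% FBS. Read-out: luminescence.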
An asterisk follows results filed as active; ? = inconclusive; · = not tested or not shown; & = joins results of further samples; [ ] = remark or other dose. Unless noted, the call rests on the fitted dose curve; in most records, active means well fitted curve in the direction sought with a large enough effect; inconclusive means small, poorly fitted or top-dose-only effect, or another doubt; inactive means no such curve, though single readings can be large; an effect the other way counts as inactive or inconclusive. Some of the compounds tested; the hit share may differ from the screen's.

SMILES	FLuc modulator	BRCA1 expr act	p53 reactivator	Menin MLL FP TR	VP16 counter	ELG1 genotoxic	NPC1 prom act	RORgamma inh	PKM2 activator	Giardia killer	Rab9 prom act
COc1ccc(Cc2noc(CN3CCN(Cc4cccc(Cl)c4)CC3)n2)cc1OC	-1%	-3%	-3%	-11%	-17%	-8%	0%	-1%	-11%	3	-4%
CCOc1ccc(NC(=O)CCSc2ccc(C)cc2)cc1	3%	-20%	-16%	-1%	-3%	-4%	0%	18%	3%	-11	0%
COC(=O)C1CCN(C(=O)NC2CC(=O)N(c3ccc4c(c3)OCCO4)C2)CC1 (configuration not stated)	1%	-22%	-3%	·	·	-1%	-1%	·	·	1	-3%
Cc1nc(NC(=O)/C=C/c2ccc(Cl)cc2Cl)sc1C(=O)N(C)C	?	17%	-18%	-11%	0%	6%	-3%	-8%	-2%	9	-4%
N=c1c2c(-c3ccccc3)c(-c3ccccc3)n(Cc3ccccc3)c2ncn1CCCn1ccnc1	-3%	-106%[inhibitor]	-11%	22µM*	10µM*	8%	-16%	10µM*	13%	12	-28%
NS(=O)(=O)c1ccc(NC(=O)CN2CCCCC2)cc1	2%	-19%	-3%	1%	4%	0%	-3%	0%	-2%	2	3%
Cc1ccccc1SCC(=O)OCC(=O)Nc1ccc(N(C)C)cc1	-17%	-8%	-1%	-3%	2%	8%	-2%	-1%	1%	6	1%
COC(=O)[C@H](C)NC(=O)Nc1cc(OC)ccc1OC	0%	1%	-2%	32%[activator]	1%	-2%	-4%	3%	-8%	4	1%
COCCn1c(Cc2ccccc2)nnc1SCC(=O)Nc1ccccc1	1%	3%	7%	-3%	-10%	-2%	-7%	-1%	29%	-15	-2%
Cc1ccc(-n2nnnc2Sc2nc([N+](=O)[O-])nn2C)cc1C	3%	-20%	8%	16%	-4%	-1%	-3%	-15%	24%	6	-4%
O=C1OC2(CCCC2)OC(=O)C1=Cc1c[nH]c2ccccc12	-5%	-17%	2%	-1%	8%	?	1.1µM*	16%	-9%	1	0.89µM*
CCOC(=O)CC(NC(=O)Cn1nnc(-c2ccccc2Cl)n1)c1ccc(OC)cc1 (configuration not stated)	-3%&-4%	-3%	-2%	7%	-10%[10 µM]	-19%	-4%	?	0%	7	0%
COc1ccc(C2C(C(=O)c3ccco3)=C(O)C(=O)N2CCN2CCOCC2)cc1 (configuration not stated)	2%	20%	12%	1%	7%	8%	-1%	5%	-8%	-6	20%
COc1cccc(NC(=O)c2cc(S(=O)(=O)N3CCc4ccccc43)cn2C)c1	1%	-7%	13%	?	-7%	-5%	-7%	26%	0%	9	-8%
CCCCc1cc(=O)oc2cc(C)cc(OCC(=O)NCCN3CCOCC3)c12	-2%	-10%	8%	-14%	-1%	1%	-1%	-34%	0%[0.46 µM]	1	-7%
Cc1ccc(-c2nnn(CC(=O)N(c3ccccc3F)C(C(=O)NC3CCCC3)c3ccncc3)n2)o1 (configuration not stated)	2%	-24%	4%	?	-3%	-1%	3%	2%	·	4	-7%
COc1ccc(N2CCN(C(=O)CSc3ncnc4c3cnn4-c3ccccc3C)CC2)cc1	4%	-12%	9%	-15%	-6%	-2%	-9%	1%	-2%	-5	-4%[1.84 µM]
Cc1ccccc1NC(=O)Nc1ccccn1	-11%	0%	·	-25%	15%	13%	?	15%	0%	-8	?
NNC(=O)c1cc2ccccc2cc1O	-20%	-57%	6%	?	?	1%	1%	?	-2%	19	0%
COc1ccc(Cl)cc1NC(=S)N(CCCN1CCOCC1)Cc1cn(C)c2ccccc12	6%	-83%	-12%	10%	?	0%	-1%	13µM*	-2%	16	-1%
CCOc1ccc(OCC(=O)Nc2ccc(N3CCCCC3)cc2)cc1	3%	6%	-4%	·	-12%	0%	21%	-2%	-6%	18	15%
COc1ccc([N+](=O)[O-])cc1NC(=O)CCS(=O)(=O)c1ccc(Br)cc1	-3%	-12%	0%	?	-12%	-4%	-1%	12%	·	-22	1%
O=C(OCCOc1ccc(Br)cc1)c1ccc(Cl)c(S(=O)(=O)N2CCOCC2)c1	-2%	-4%	5%	·	·	-3%	2%	·	·	2	-3%
O=C(OCC(=O)N1CCN(C(=O)c2ccco2)CC1)c1ccccc1Cc1ccccc1	?	56%	27%	-15%	12%	?	10%	?	8%	3	2%
O=C(CCCn1c(=O)c2sccc2n(CC(=O)NCC2CCCO2)c1=O)NCc1ccco1 (configuration not stated)	-1%	-8%	-1%	5%	5%	0%	1%	5%	-3%	-24	-5%
N#Cc1cc(C#N)c(SCC(=O)N2CC(=O)Nc3ccccc32)nc1N	-1%	-41%	-10%	·	·	0%	-10%	·	·	32[activator]	2%
CC(=O)Nc1ccc(SCC(=O)NC(=O)c2ccccc2Br)cc1	-10%	18%	-3%	·	·	1%	1%	·	·	-5	-2%
COc1ccc(C(C#N)CCC2OCCO2)cc1OC (configuration not stated)	15%	22%	7%	·	·	-3%	-5%	·	·	-15	-8%
NC(=S)N=Nc1c(O)n(Cc2ccccc2)c2ccccc12	-2%	-14%	0%	?	?	3%	-9%	3.2µM*	-1%	4	-19%
O=C(Nc1nc2ccc(F)cc2s1)c1cccc(S(=O)(=O)N2CCc3ccccc32)c1	-24%	-37%	18%	?	-29%	-5%	-5%	?	-2%	3	-5%
Cc1ccc(C(=O)NC(C)C2CC3CCC2C3)c(C)c1 (configuration not stated)	?	?	?	-28%	?	13%	?	16%	-5%	-17	27%
COc1ccccc1NS(=O)(=O)c1cc(N2Cc3ccccc3C2=N)ccc1N1CCOCC1	-6%	-19%	-7%	·	-15%	-4%	-3%	-3%	-6%	-4	-2%
O=C(N/N=C/c1ccc(OC(=O)c2cccc(Br)c2)cc1)c1cccnc1	1%	69%	6%	·	-6%	5%	-3%	-23%	·	9	0%
CC(C)CSc1ccc(S(=O)(=O)NCC(=O)O)cc1[N+](=O)[O-]	?	0%	7%	-7%	-3%	1%	-1%	-1%	3%	-10	-4%
CSc1nnc(C)c(/C=C/Nc2ccc(F)cc2F)n1	-1%	-44%	-5%	-3%	-4%	-1%	0%	-3%	13%	-9	-5%
CC(C)(C)c1[nH]nc2c1C(c1cccnc1)C(C#N)=C(N)O2 (configuration not stated)	5%	-11%	7%	0%	3%	2%	1%	?	2%	-2	-2%
CCOc1ccc(C(=O)NC(=S)Nc2cccc(S(=O)(=O)NC3=NCCC3)c2)cc1	12µM*	-36%	0%	-20%	18%	?	-20%	?	-2%	14	-4%
CC1(C)Oc2ccc(C(=O)NNC(=O)Nc3ccccc3)cc2NC1=O	0%	-11%	4%	·	-13%	-5%	-9%	-1%	·	-3	1%
COc1ccc(-c2cc(C(=O)N3CC(C)CC(C)C3)c3ccccc3n2)cc1OC (configuration not stated)	?	-26%	-5%	·	·	2%	-1%	·	·	-18	-1%
COc1ccc2c(CC(=O)OCC(=O)N3CCc4ccccc43)coc2c1	0%[2.3 µM]	11%	-2%	13%	-2%	-5%	0%	12%	-2%	13	-2%
CCCCNC(=O)N1CCN(C(=O)c2ccco2)CC1	-1%	5%	10%	4%	7%	0%	0%	-4%	-23%	4	-1%
COc1ccc(N2CCN(c3oc(-c4ccco4)nc3C#N)CC2)cc1	4%	4%	0%	4%	-3%	-7%	-1%	-12%	-9%	-3	5%
O=C(CNc1ccc2ccccc2c1)N/N=C/c1ccc([N+](=O)[O-])o1	2%	-48%	4%	?	?	-3%	0%	-18%	8%	-91*	-1%
O=C(NNS(=O)(=O)c1ccccc1[N+](=O)[O-])c1cccnc1	-4%	-12%	3%	·	4%	2%	1%	26%	3%	11	-1%
COc1ccccc1NC(=O)C(CCS(C)(=O)=O)N1C(=O)c2ccccc2C1=O (configuration not stated)	0%	-12%	-2%	1%	-3%	0%	-3%	7%	-5%	-5	-1%
Cc1[nH]n(-c2ccccc2)c(=O)c1N=Nc1ccc(C#N)cc1	1%	-54%	4%	3%	0%	1%	-33%[inhibitor]	0%	·	8	15%
S=C1NC[C@H](CC2CCCCC2)N1CCc1cccc2ccccc12	0%	-33%	1%	·	0.63µM*	-12%	-2%	0.25µM*	2%	-13	-6%
CCC[C@H]1CCCC/C=C\CCCC(=O)OCCN1C(=O)OC(C)(C)C	1%	-26%	6%	·	·	-3%	-3%	·	·	16	-5%
Cc1ccc(NC(=O)C2C3CCCC2C3c2ccccc2)c(C)c1 (configuration not stated)	-2%	-21%	-2%	-11%	-7%	1%	-1%	-1%[10 µM]	-2%	-1	-5%
CCc1ccc(N(CC(=O)NC(C)(C)C)C(=O)CCC(=O)Nc2ccccn2)cc1	-1%	0%	·	-4%	-9%	0%	2%	43%	-2%	-3	0%

Assay outcomes as filed in PubChem.
